STK33 inh: blocks human STK33 kinase activity; purified STK33, MBP phosphorylation, ADP-Glo luminescence; inhibition, % at 10 µM; 320,000 tested, 0.073% active;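 active means inhibition at or above 25%, using the most active replicate where run in duplicate; inactive means inhibition below 25%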
Target sequence (Q9BYT3 whole entry, looked up): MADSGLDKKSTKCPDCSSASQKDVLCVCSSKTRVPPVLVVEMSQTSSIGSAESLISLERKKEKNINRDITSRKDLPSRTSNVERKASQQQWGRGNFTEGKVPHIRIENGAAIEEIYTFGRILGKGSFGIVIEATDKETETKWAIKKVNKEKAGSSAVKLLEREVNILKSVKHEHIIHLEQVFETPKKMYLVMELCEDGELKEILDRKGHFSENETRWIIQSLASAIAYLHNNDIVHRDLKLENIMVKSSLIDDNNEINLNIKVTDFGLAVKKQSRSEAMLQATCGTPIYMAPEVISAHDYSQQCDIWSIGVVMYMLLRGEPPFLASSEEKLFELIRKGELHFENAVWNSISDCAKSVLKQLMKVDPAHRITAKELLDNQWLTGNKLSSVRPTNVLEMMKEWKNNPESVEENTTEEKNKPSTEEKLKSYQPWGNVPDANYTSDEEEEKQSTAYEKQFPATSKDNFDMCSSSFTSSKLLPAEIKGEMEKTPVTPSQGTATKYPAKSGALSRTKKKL
OX1R antag: antagonists of human orexin 1 receptor (OX1R) | O43613 | OX1R-expressing cells, FRET antagonist read-out | inhibition, % at 6.6 µM | 330,000 tested, 1.8% active | AID 485270; in the data active means inhibition mostly above about 38%, no sharp cut-off; inactive means mostly below about 40%;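 further: 0% = agonist challenge alone and 100% = reference antagonist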
Target sequence (O43613 whole entry, looked up): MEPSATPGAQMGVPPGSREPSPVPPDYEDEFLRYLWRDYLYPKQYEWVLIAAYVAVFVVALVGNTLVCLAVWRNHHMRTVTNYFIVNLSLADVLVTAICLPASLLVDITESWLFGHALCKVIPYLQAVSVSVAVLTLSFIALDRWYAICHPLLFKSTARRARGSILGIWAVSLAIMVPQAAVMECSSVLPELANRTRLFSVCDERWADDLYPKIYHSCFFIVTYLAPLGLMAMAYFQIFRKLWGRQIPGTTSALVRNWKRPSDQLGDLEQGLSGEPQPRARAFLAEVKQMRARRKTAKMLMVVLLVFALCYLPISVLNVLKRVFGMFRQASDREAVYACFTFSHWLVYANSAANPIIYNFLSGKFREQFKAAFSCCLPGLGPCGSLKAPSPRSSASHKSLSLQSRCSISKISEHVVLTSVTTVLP
An asterisk follows results filed as active; nt = not tested or not shown.

1. CCCOc1ccc(C(=O)C(c2ccccc2)N2CCOCC2)cc1 (stereo not drawn)
2. CC(=O)Nc1ccn(-c2ccccc2)n1
3. CC(=O)Nc1ccc(S(=O)(=O)N2CCN(Cc3ccncc3)CC2)cc1
4. COc1cccc(C(=O)c2cn(CC(=O)NCc3ccco3)c3nc(C)ccc3c2=O)c1
5. c1cncc(CNc2ncn[nH]2)c1
6. COc1cc(CC(NC(C)=O)C(=O)NC2CCN(S(=O)(=O)c3ccc(NC(C)=O)cc3)CC2)cc(OC)c1 (stereo not drawn)
7. CC(C)(C)c1cc(NC(=O)c2c(F)cccc2Cl)n(-c2ccccc2)n1
8. CC1(C)CC(CCNC(=O)c2ccco2)CC(C)(C)N1

Compound	1	2	3	4	5	6	7	8
STK33 inh	-0.6	-1.4	0.8	-2.0	-0.1	-0.9	-3.4	-0.5
OX1R antag	20	17	10	22	17	8	20	18

Part of the list above in order of molecular weight, largest number first:
6. COc1cc(CC(NC(C)=O)C(=O)NC2CCN(S(=O)(=O)c3ccc(NC(C)=O)cc3)CC2)cc(OC)c1 (stereo not drawn)
4. COc1cccc(C(=O)c2cn(CC(=O)NCc3ccco3)c3nc(C)ccc3c2=O)c1
3. CC(=O)Nc1ccc(S(=O)(=O)N2CCN(Cc3ccncc3)CC2)cc1
1. CCCOc1ccc(C(=O)C(c2ccccc2)N2CCOCC2)cc1 (stereo not drawn)
8. CC1(C)CC(CCNC(=O)c2ccco2)CC(C)(C)N1
5. c1cncc(CNc2ncn[nH]2)c1

Compound	6	4	3	1	8	5
STK33 inh	-0.9	-2.0	0.8	-0.6	-0.5	-0.1
OX1R antag	8	22	10	20	18	17

Later entries
9. Cc1ccc(OCC(=O)N/N=C\c2cn(C)c3ccccc23)c([N+](=O)[O-])c1
10. CCOc1cc(/C=N/NC(=O)CSc2nncn2C)ccc1OC(=O)c1ccc(Cl)cc1
11. CCN(c1ccc(OC)cc1)S(=O)(=O)c1cc(-c2cc(C)no2)ccc1OC
12. Cc1ccc(N=CC=C2OC(C)(C)C(C)(C)O2)cc1
13. COc1ccc2ccc3c(c2c1)N=CC1(O3)N(C)c2ccccc2C1(C)C (stereo not drawn)
14. CN(CC(=O)Nc1cccc(F)c1)C(=O)c1cccnc1Sc1ccccc1Cl
15. Cc1cccc(C)c1NC(=O)CNc1ncnc2sc(C)c(C)c12
16. O=C(NCCC1CCCCN1S(=O)(=O)c1cccs1)C(=O)Nc1ccc(F)cc1 (stereo not drawn)

Compound	9	10	11	12	13	14	15	16
STK33 inh	-0.4	-0.8	-1.0	-3.6	-2.4	-0.9	-1.0	-0.7
OX1R antag	27	12	11	-2	28	29	3	20

17. C=CCn1c(SCC(=O)c2ccc(Cl)s2)nc2ccccc2c1=O
18. O=C(NC(=S)Nc1ncc(Br)cc1Br)c1ccccc1
19. CC1=C(C(N)=O)C(c2cccnc2)n2nc(-c3cccc(C)c3)nc2N1 (stereo not drawn)
20. Cc1ccc2c(c1)N(C(C)C(=O)NCc1cccs1)C(=O)CO2 (stereo not drawn)
21. COc1cc2sc3cc(NCc4ccc(C)o4)ccc3c(=O)c2cc1OC
22. CCOc1cc(N2CCOCC2)c(OCC)cc1NC(C)C(=O)N1CCC(C)CC1 (stereo not drawn)
23. Cn1cc(S(=O)(=O)N2CCCC2)cc1C(=O)N1CCN(c2ccccc2)CC1
24. CN(C)c1ccc(/C=C(\NC(=O)c2ccccc2)C(=O)NCCCN2CCOCC2)cc1

Compound	17	18	19	20	21	22	23	24
STK33 inh	-2.4	-0.2	-0.7	-0.3	4.3	-0.8	0.4	-0.1
OX1R antag	16	11	29	10	45*	22	12	32

25. COc1ccc(-c2cc(C(=O)Nc3ccc(S(=O)(=O)Nc4onc(C)c4C)cc3)c3ccccc3n2)cc1OC
26. COc1ccc(N(C)S(=O)(=O)c2cccc(C(=O)Nc3nnc(C)s3)c2)cc1
27. Cc1cc([N+](=O)[O-])nn1CC(=O)NNC(=S)Nc1ccc(F)cc1
28. O=C(/C=C/c1cccc([N+](=O)[O-])c1)NCCN1CCOCC1
29. O=S(=O)(Nc1ccc(-c2ccc3nncn3n2)cc1)c1ccccc1F
30. CCOc1ccc(NC(=O)CSc2nc3c(c(=O)n2C)SC(C)C3)cc1 (stereo not drawn)
31. C/C(=N/NS(=O)(=O)c1ccc(Cl)cc1)c1ccncc1
32. CCCC[C@@H]1CNCCN1CCc1cccc2ccccc12

Compound	25	26	27	28	29	30	31	32
STK33 inh	1.1	-1.3	3.0	0.2	-0.7	-1.1	-1.9	-1.1
OX1R antag	19	0	4	25	4	16	23	3

Some of the entries above in a different format.
25	COc1ccc(-c2cc(C(=O)Nc3ccc(S(=O)(=O)Nc4onc(C)c4C)cc3)c3ccccc3n2)cc1OC
- STK33 inh: 1.1
- OX1R antag: 19
26	COc1ccc(N(C)S(=O)(=O)c2cccc(C(=O)Nc3nnc(C)s3)c2)cc1
- STK33 inh: -1.3
- OX1R antag: 0
27	Cc1cc([N+](=O)[O-])nn1CC(=O)NNC(=S)Nc1ccc(F)cc1
- STK33 inh: 3.0
- OX1R antag: 4

The list continues.
33. COC(=O)c1cn(NC(=O)c2cnccn2)c(=O)c2ccccc12
34. S=C(Nc1ccc(Br)cc1Cl)Nn1cnnc1
35. CCN(C[C@H]1N[C@@](C)(C(=O)OC)[C@H]2C(=O)N(C)C(=O)[C@@H]12)C(C)=O
36. O=C1c2ccccc2-c2c1cccc2C(=O)N(CCO)CCO
37. CC(C)CCNC(=O)CN(Cc1ccco1)C(=O)CCC(=O)Nc1nccs1
38. CCc1ccc(NC(=O)CSc2ccccn2)cc1
39. Cc1ccc(S(=O)(=O)N2[C@@H](c3ccc(Cl)cc3)C(C(=O)O)=CC[C@H]2c2cccc(C)c2)cc1
40. O=C(/C=C/c1ccc([N+](=O)[O-])cc1)Oc1ccc(/C=N/NC(=O)c2ccncc2)cc1

Compound	33	34	35	36	37	38	39	40
STK33 inh	-0.6	-0.8	nt	-1.7	-0.6	-0.3	-1.4	-0.9
OX1R antag	3	6	-5	24	9	12	19	11

41. C[C@@H]1C(=O)O[C@@H]2[C@H](O)C34[C@H]5C[C@@H](C(C)(C)C)C36[C@H](OC(=O)[C@@H]6O)OC4(C(=O)O5)[C@@]12O (stereo partly drawn)
42. O=S1(=O)N=C(Nc2ccc(N3CCOCC3)c(Cl)c2)c2ccccc21
43. CCOC(=O)CC1C(=O)NCCN1C(=O)c1ccc(Cl)cc1Cl (stereo not drawn)
44. O=C(Cc1ccccc1)Nc1ccc(F)cc1
45. N#CC(c1ccc(Cl)cc1)N1CCOCC1 (stereo not drawn)
46. COc1ccc(CCNC(=O)COc2ccc(S(=O)(=O)N3CCOCC3)cc2)cc1OC
47. N/C(=N\S(=O)(=O)c1ccc(Cl)cc1)N1CCOCC1
48. O=C(O)[C@@H]1CC(O)CN1C(=O)CCc1c[nH]c2ccccc12 (stereo partly drawn)

Compound	41	42	43	44	45	46	47	48
STK33 inh	0.3	-0.1	0.9	-3.7	1.2	-2.3	0.0	-1.5
OX1R antag	24	19	-7	14	24	49*	3	nt

49. O=C(COc1ccc(Cl)cc1Cl)NC(=O)c1ccccc1
50. COc1ccccc1N(CC(=O)NCC1CCCO1)C(=O)CNS(=O)(=O)c1ccc(C)cc1 (stereo not drawn)
51. CCOC(=O)C(Cc1c(F)cccc1Cl)c1ccnc2nc(N)nn12 (stereo not drawn)
52. COC(=O)COc1cccc2c(=O)n(CC(=O)NCc3ccc(F)cc3)ccc12
53. O=C(O)CSc1c2c(nc3cc(C(=O)Nc4cccc(C(F)(F)F)c4)ccc13)CCCC2
54. CCc1ccc(OC(C)C(=O)Nc2ccccc2C(=O)N2CCOCC2)cc1 (stereo not drawn)
55. COC(=O)c1ccc(S(=O)(=O)NCCc2ccccc2OC)n1C
56. Cc1noc(C)c1C(=O)OCC(=O)Nc1cccc(S(=O)(=O)N(C)C)c1

Compound	49	50	51	52	53	54	55	56
STK33 inh	0.6	-0.3	0.5	2.4	2.4	-1.5	-3.6	0.5
OX1R antag	11	17	9	9	16	6	-1	6

57. Nc1nn(-c2ccccc2)c(N)c1N=Nc1ccccc1F
58. Cc1cc(C(=O)Nc2nc3c(C)cccc3s2)c(C)o1
59. Cc1ccccc1N(C(=O)c1csnn1)C(C(=O)NC1CCCCC1)c1ccncc1 (stereo not drawn)
60. Cc1cc(NC(=O)CSc2nc(N)c(NC(=O)c3ccccc3)c(=O)[nH]2)no1
61. CC(C)c1ccc(NC2CCCN(C(=O)c3cscn3)C2)cc1 (stereo not drawn)
62. N#C/C(=C(/O)COC(=O)CSc1ccc2ccccc2c1)c1nc2ccccc2[nH]1
63. COCCCNC(NC(=O)c1ccc(OC)cc1)C(Cl)(Cl)Cl (stereo not drawn)
64. COc1ccc(CN(C)CC(=O)N2CCc3ccccc3C2)cc1

Compound	57	58	59	60	61	62	63	64
STK33 inh	-1.9	0.3	-1.4	-0.3	-0.8	-1.8	-0.8	-1.1
OX1R antag	14	8	11	2	nt	3	2	19

Carrying on:
entry	canonical_smiles	STK33 inh	OX1R antag
65	CCOC(=O)c1c(C)[nH]c(N=Nc2cccc(OC)c2)c1C	0.2	27
66	Cc1ccc(NC(=O)C2CC(=O)N(c3ccc4c(c3)OCCO4)C2)cc1S(=O)(=O)N1CCCCCC1 (stereo not drawn)	-0.4	16
67	Cc1cccc(O)c1C	nt	11
68	Cc1ccc(NC(=O)Nc2c(Cl)cccc2Cl)cn1	-0.4	17
69	CC(C)[C@H](NC(=O)OC(C)(C)C)C(=O)N1CCC(C(=O)N[C@@H](C)C(=O)Nc2ccc(F)cc2)CC1	-1.4	6
70	O=C(COC(=O)C1=COCCO1)Nc1ncc(C(F)(F)F)cc1Cl	-0.9	10
71	CC[n+]1cc(C)ccc1/C=C/c1ccc(N(C)C)cc1	-0.4	52*
72	CCCCN1CCCCC1C(=O)Nc1c(C)cccc1C (stereo not drawn)	1.1	18
73	Cc1cc(C)cc(NC(=O)c2cccc(NC(=O)c3ccco3)c2)c1	0.2	13
74	Cc1cc(O)c(C(=O)Nc2cccc(Cl)c2)c(=O)n1C	-3.1	3
75	COc1ccc(-c2csc(NCCc3nc4cc(Cl)c(Cl)cc4n3CCCO)n2)cc1	-0.5	47
76	O=C(CN1C(=O)CCS(=O)(=O)c2ccccc21)Nc1ccccc1F	-0.5	0
77	CCOc1ccc(Br)cc1C(=O)N/N=C/c1ccc([N+](=O)[O-])cc1	0.4	16
78	COc1cccc(C2(C)NC(=O)N(CC(=O)c3cc(C)n(C4CC4)c3C)C2=O)c1 (stereo not drawn)	-0.8	2
79	CNC(=S)Nc1cc(OC)c(NC(=O)c2ccco2)cc1OC	-0.5	10
80	CS(=O)(=O)n1nc(-c2ccccc2)nc1N	-0.6	9
81	Cc1cccc(OC(C)C(=O)Nc2nccs2)c1 (stereo not drawn)	-0.6	7
82	Cc1cc2ncn(CCOc3ccccc3C#N)c2cc1C	-0.4	11
83	CC(C)CNC(=O)c1cc([N+](=O)[O-])ccc1N1CCOCC1	-4.4	28
84	CCCCC(CC)Cn1c(O)c(/C=C2\C=NN=C2c2ccccc2)sc1=S (stereo not drawn)	-2.1	3
85	CN1CCC2(CC1)Nc1nc(SCc3ccc(Cl)cc3)nn1C1=C2CN(C)CC1	1.0	14
86	O=c1oc(C2(O)CCCCC2)cc2ccc(-c3ccc4[nH]ccc4c3)cc12	-1.6	8
87	COc1cccc(C(=O)Nc2cc(NC(=O)c3ccco3)ccc2OC)c1	-0.4	26
88	COc1nn(CC(=O)N2N=C(C)CC2(O)C(F)F)cc1[N+](=O)[O-] (stereo not drawn)	0.1	5
89	CN1CC(=O)N(CC(=O)Nc2ccc(F)cc2)c2ccccc2C1=O	-0.9	16
90	Cc1ccc(C)c(C(=O)Cn2c(NCCO)nc3ccccc32)c1	0.2	-1
91	Cc1ccc(N=Cc2nc(-c3ccco3)oc2O)cc1	1.2	6
92	CN1CCN(S(=O)(=O)c2ccc(Nc3ccc(F)cc3)nc2)CC1	0.4	11
93	O=C(O)c1cccc(N2C(=S)N=C(Nc3ccccc3)C23CCCCC3)c1	0.1	6
94	COc1ccc(OC)c(C(=O)N2CCC(C(=O)c3ccc(F)cc3)CC2)c1	-0.9	5
95	O=c1[nH]c(SCc2ccccc2)nc2c1sc1ccccc12	-1.8	9
96	Cc1nc2ccccc2c(=O)n1NC(=O)C1CC1	0.3	8
97	O=C(NC1CCCc2c1cnn2-c1cc(F)cc(F)c1)c1cc[n+]([O-])cc1 (stereo not drawn)	-3.2	13
98	CCc1nnc(NC(=O)CCC(=O)N2CCN(S(=O)(=O)c3ccc(OC)cc3)CC2)s1	-1.0	5
99	O/N=C1\CC(O)Cc2nonc21 (stereo not drawn)	-1.1	2
100	N/C(=C/C(=O)c1ccccc1O)C(F)(F)F	-1.0	11
101	CCC(=O)c1ccc(OCC(=O)N2CCN(c3ncccn3)CC2)cc1	-1.3	4
102	CCCn1nnnc1NC(=O)c1cc(Br)ccc1OC	-1.2	9
103	COc1cccc(NC(=O)CN(C)C(=O)c2ccc(NS(=O)(=O)c3ccc(F)cc3)cc2)c1	1.2	5
104	COc1ccc(Cl)cc1-c1csc(N)n1	-2.1	18
105	COc1ccc(N=C2NC(=O)/C(=C\c3ccco3)S2)cc1	1.7	30
106	COc1cccc(-c2ccc(-c3noc(-c4ccccc4F)n3)c(OC)n2)c1	0.0	9
107	Cc1ccc(Cn2ccc(=O)c(Cc3c(Cl)cccc3Cl)c2C)cc1	-1.2	11
108	COc1ccccc1NC(=O)CC(=O)c1cccc([N+](=O)[O-])c1	0.1	-4
109	O=c1c(Cl)c(N2CCOCC2)cnn1-c1ncc(C(F)(F)F)cc1Cl	-0.1	26
110	C=C1CCC[C@]2(C)C[C@H]3OC(=O)C(CNCCN(C)C)[C@H]3CC12 (stereo partly drawn)	-1.5	-5
111	Cc1cc(=O)oc2cc(OCC(=O)N3CC[C@@]4(O)CCCC[C@H]4C3)c(Cl)cc12	2.0	12

Screening data: PubChem BioAssay, several laboratories
